Nrf2 inh: Nrf2 pathway inhibition. A549 ARE-Fluc reporter, luciferase luminescence, 18-24 h. 2.1% of 360,000 active. Potency, µM (doses to about 46 µM), for the others: top-dose activity change, negative = inhibition, most hits filed as inhibitors; note: potency is the fitted concentration of half-maximal effect; % is set by controls: 0 for no effect and ±100 for the full control effect; nearly all actives have a fitted effect of over 60% in size
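In this cell-based qHTS, ARE-driven firefly luciferase in A549 cells reports Nrf2 activity; the luminescent signal after BugLite lysis is the measured value, with a prior CellTiter-Fluor read for cell health.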
EPAC2 ag: agonists of human EPAC2 (RAPGEF4). AID 720711. EPAC2 activation, biochemical qHTS; response scale: 100% = 6.5 mM cAMP response. Potency, µM (titrated, usually from 154 µM), inactives show top-dose activation, most hits filed as activators. 0.079% of 360,000 active. Q8WZA2; note: potency is the fitted concentration of half-maximal effect; nearly all actives have a fitted effect of over 50% in size
Target sequence (Q8WZA2 whole entry, looked up): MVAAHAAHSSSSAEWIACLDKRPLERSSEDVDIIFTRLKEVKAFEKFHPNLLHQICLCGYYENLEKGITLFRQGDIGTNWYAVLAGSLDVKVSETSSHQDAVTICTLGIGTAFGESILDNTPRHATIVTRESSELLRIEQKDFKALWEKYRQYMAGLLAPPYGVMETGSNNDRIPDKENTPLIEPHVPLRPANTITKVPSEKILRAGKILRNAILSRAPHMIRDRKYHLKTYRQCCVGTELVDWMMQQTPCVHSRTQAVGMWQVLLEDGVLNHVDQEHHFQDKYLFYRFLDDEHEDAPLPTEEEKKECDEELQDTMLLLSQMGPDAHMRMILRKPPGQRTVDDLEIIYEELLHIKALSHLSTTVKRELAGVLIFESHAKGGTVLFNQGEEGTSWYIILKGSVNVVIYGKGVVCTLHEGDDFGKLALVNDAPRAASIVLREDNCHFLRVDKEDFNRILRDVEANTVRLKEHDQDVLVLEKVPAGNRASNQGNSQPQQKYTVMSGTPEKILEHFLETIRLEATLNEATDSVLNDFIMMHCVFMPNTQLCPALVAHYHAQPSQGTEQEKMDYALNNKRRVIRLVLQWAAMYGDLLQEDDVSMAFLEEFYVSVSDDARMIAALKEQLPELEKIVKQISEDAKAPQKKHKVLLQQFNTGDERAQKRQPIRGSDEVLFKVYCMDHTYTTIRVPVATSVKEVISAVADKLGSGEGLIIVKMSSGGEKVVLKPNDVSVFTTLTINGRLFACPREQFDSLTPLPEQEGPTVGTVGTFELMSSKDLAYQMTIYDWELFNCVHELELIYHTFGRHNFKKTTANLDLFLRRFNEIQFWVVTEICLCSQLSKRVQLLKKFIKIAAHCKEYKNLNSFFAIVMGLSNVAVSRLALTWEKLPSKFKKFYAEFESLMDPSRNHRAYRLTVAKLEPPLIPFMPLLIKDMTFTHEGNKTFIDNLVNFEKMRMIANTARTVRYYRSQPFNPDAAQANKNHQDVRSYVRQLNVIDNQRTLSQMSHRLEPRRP
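Fluorescence exchange assay: 100 nM EPAC2 with 250 nM RAP1B-BODIPY-GDP and 50 uM GDP; compounds tested as a concentration-titration series (qHTS). Loss of Rap1-bound BODIPY-GDP fluorescence read at 480/540 nm; data normalized to 6.5 mM cAMP.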
ATXN2 expr inh: ATXN2 expression inhibition. HEK-293 ATXN2-luciferase reporter, luminescence, 24 h. Potency, µM (top dose mostly 57 µM), without a hit: at the top dose activity change, negative = inhibition, hits mostly inhibitors. 0.72% of 360,000 active. AID 1745845; note: potency is the fitted concentration of half-maximal effect; % is set by controls: 0 for no effect and ±100 for the full control effect; nearly all actives have a fitted effect of over 55% in size
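qHTS (up to 57 uM final) was run with 24 h compound exposure of reporter cells at 37 °C. Each well was multiplexed: SteadyGlo luminescence measured ATXN2-luciferase expression after a fluorogenic Gly-Phe-AFC viability readout (25 uM final).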
TGFb SMAD3 inh: TGF-b pathway inhibition | 1.2% of 410,000 active | HepG2 CAGA-GFP TGF-b/SMAD3 reporter, GFP fluorescence, 18 h; TGF-beta stimulated, 500 pg/mL final | Potency, µM (highest dose often 46.1 µM), for the others: top-dose activity, negative = inhibition, usual class: inhibitors | AID 588855; note: potency is the fitted concentration of half-maximal effect; % is set by controls: 0 for no effect and ±100 for the full control effect; nearly all actives have a fitted effect of over 65% in size
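Smad-responsive CAGA-GFP expression was quantified in HEPG2 cells exposed to compounds and 500 pg/mL final TGF-beta for 18 h at 37 degrees C; unstimulated wells defined full inhibition.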
HepG2 viability: HepG2 cytotoxicity, counter-screen for TGF-b inhibitors; Potency, µM (top dose mostly 46.1 µM), inactives show top-dose activity change, negative = cytotoxicity, actives largely listed as cytotoxic; HepG2 CAGA-GFP viability, ATP luminescence, 18 h; AID 588856; 0.76% of 410,000 active; note: potency is the fitted concentration of half-maximal effect; some results filed as inactive show a strong effect at the top dose
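HepG2 CAGA-GFP cells (1000/well, DMEM with 1% FBS) received compound, then TGF-beta at 500 pg/mL final, and were incubated 18 hours at 37 degrees C. Viability was read by CellTiter-Glo luminescence. Media-only wells were set as complete cell-killing and DMSO as no toxicity.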
A549 viability: counter-screen for Nrf2 inhibitors: cytotoxicity in A549 cells. 0.16% of 390,000 active. Potency, µM (highest dose often 46 µM), for inactives: top-dose activity change, negative = cytotoxicity, usual class: inhibitors. A549 ARE-Fluc cells, CellTiter-Fluor viability, 18-24 h; note: potency is the fitted concentration of half-maximal effect; % is set by controls: 0 for no effect and ±100 for the full control effect
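A549 ARE_Fluc cells in 5% FBS OPTI-MEM were exposed to compounds in concentration-response for 18-24 h at 37 deg C. Viability was read by CellTiter-Fluor fluorescence (Ex 405/Em 525) after 30 min, before the luciferase read.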
ATXN viability: reduces viability in counter-screen for ATXN expression inhibitors. S2 cells (HEK-293 line with an ATXN2-luciferase reporter) viability, CellTiter-Fluor protease fluorescence, 24 h. Potency, µM (doses to about 56.7 µM), usual class: cytotoxic. 0.49% of 400,000 active. AID 651635; note: potency is the fitted concentration of half-maximal effect; nearly all actives have a fitted effect of over 40% in size
IL2 activator: activators of IL-2 | IL-2 activation reporter assay, cell-based qHTS; stimulated with anti-CD3/CD4/CD28 beads; in transgenic mouse T cells | activation, % (series mostly up to about 46 µM) | 0.065% of 360,000 active | AID 652025; in the data active = activation above about 50%; inconclusive = mostly about 30% to 49%; note: 0% is about no effect
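Screening format: compound pinned onto unstimulated transgenic mouse T cells, 60 min incubation, then anti-CD3/anti-CD4/anti-CD28 bead stimulation for 18 hours at 37 degrees C, followed by EGFP and DsRed detection.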
Nrf2 activator: activates Nrf2 signaling. Potency, µM (highest dose often 46.1 µM), inactives show top-dose activation, actives largely listed as activators. 0.31% of 410,000 active. AREc32 ARE-luciferase reporter (MCF7-derived line), luminescence, 24 h; note: potency is the fitted concentration of half-maximal effect; % of control where 0% means no effect; nearly all actives have a fitted effect of over 65% in size
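Cells of the AREc32 ARE-luciferase line are plated in OPTI-MEM containing 5% FBS and left overnight at 37 deg C. Compounds are pinned in, incubation continues 24 hr, and firefly luciferase signal is then measured.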
* marks the source's active call; other numbers are inactive results; i = inactive; ? = inconclusive; . = not tested or not shown; [ ] = dose if it differs, or a comment. Unless noted, calls come from the whole dose curve; as a rule, active = well fitted curve in the direction sought with a large enough effect; inconclusive = small, poorly fitted or top-dose-only effect, or another doubt; inactive = no such curve, though single readings can be large; an effect the other way counts as inactive or inconclusive.

A first look:
SMILES,EPAC2 ag,ATXN viability,Nrf2 activator,A549 viability,ATXN2 expr inh,Nrf2 inh,IL2 activator,TGFb SMAD3 inh,HepG2 viability
O=C(Nc1ccc(F)cc1)Nc1nnc(Cc2ccccc2F)s1,-4%,i,3.1%,0%,-9%,-5%,0.6,-20%,-21%
O=C(/C=C/[C@H]1O[C@@H](n2ccc(=O)[nH]c2=O)[C@H](O)[C@@H]1O)NCCN1CCCCC1,7%,i,0.4%,.,13%,.,-0.2,0%,1%

All compounds of this part, repeating the preview:
SMILES,EPAC2 ag,ATXN viability,Nrf2 activator,A549 viability,ATXN2 expr inh,Nrf2 inh,IL2 activator,TGFb SMAD3 inh,HepG2 viability
O=C(Nc1ccc(F)cc1)Nc1nnc(Cc2ccccc2F)s1,-4%,i,3.1%,0%,-9%,-5%,0.6,-20%,-21%
O=C(/C=C/[C@H]1O[C@@H](n2ccc(=O)[nH]c2=O)[C@H](O)[C@@H]1O)NCCN1CCCCC1,7%,i,0.4%,.,13%,.,-0.2,0%,1%
CC(C)C(NC(=O)c1ccco1)C(=O)NCC(c1ccco1)N1CCCCC1 (stereo not given),-2%,i,-0.2%,.,-6%,10%,-1.7,12%,1%
CCCOc1ccc(C2C(C(=O)/C=C/c3ccco3)=C(O)C(=O)N2CCN2CCOCC2)cc1OC (stereo not given),-3%,i,-0.4%,?,-6%,-16%,-0.7,15%,-3%
CS(=O)(=O)N1N=C(c2cccs2)CC1c1ccccc1 (stereo not given),0%,i,3.6%,-8%,.,13%,0.2,?,-22%
CC1Sc2ccc(S(=O)(=O)N3CCC(C(=O)Nc4ccc(Cl)cc4)CC3)cc2NC1=O (stereo not given),17%,?,7.5%,1%,.,-3%,-0.5,20µM*,-10%
COc1ccc(C2=Nc3ccccc3OC2)cc1,8%,?,11µM*,-5%,41%,?,1.8,?,-30%
Cn1c2ccccc2c(=O)c2c(=O)n(Cc3ccco3)c(COc3ccccc3)nc21,21%,i,4.2%,0%,58%[activator],?,2.0,-22%,-6%
Cn1c(=O)[nH]c(=O)c2c1nc(N1CCCCCC1)n2CCOc1ccccc1,6%,i,-0.3%,-3%,-8%,-15%,-3.3,-3%,-16%
COC(=O)c1[nH]c2cc(OC)ccc2c1NC(=O)CN1CCN(c2cccc(C)c2)C(C)C1 (stereo not given),-2%,?,2.3%,-18%,?,?,0.4,-30%,5%
COC(=O)C1=C(C)NC(=O)NC1c1ccc(-c2ccc(Cl)cc2)o1 (stereo not given),2%,i,-0.1%,-2%,.,?,-2.2,-20%,-2%
C=CCn1c(SCC(=O)Nc2c(C)n(C)n(-c3ccccc3)c2=O)nnc1-c1cccnc1,1%,i,-0.9%,-2%,-1%,17%,1.3,13%,-1%
Cc1ccc(C(=O)N2CC3(C(C)C)CN(C(=O)c4ccc(C)cc4)CC(C(C)C)(C2)C3=O)cc1,-1%,?,-0.1%,-10%,-14%,-1%,0.1,11%,-6%
N/C(COc1ccc(F)cc1)=N\NC(=O)c1cccnc1Oc1ccccc1,-2%,i,-0.3%,-4%,11%,-4%,3.0,-10%,-13%
O=C1CCC(C(=O)Nc2cccc3ccccc23)N1 (stereo not given),8%,i,0.2%,0%,-10%,-2%,-0.3,2%,7%
O=C1CCCC(O)=C1N=Nc1c(Cl)cc(Cl)cc1Cl,-2%,i,8.3%,-5%,2%,10%,0.1,?,2%
CCCCNS(=O)(=O)c1ccc(NC(=O)c2c(-c3ccccc3Cl)noc2C)cc1,13%,i,0.1%,?,4%,?,-2.7,?,-29%
O=C(NN1C(=O)NC2(CCCCC2)C1=O)c1ccc(Cl)c(Cl)c1,6%,i,-0.9%,14%,0%,-1%,0.0,-4%,1%
O=C(O)C[C@@H](O)C(=O)O,0%,i,0.0%,-19%,11%,-14%,2.0,15%,8%
Cn1c(SCC(=O)N2CCCc3ccccc32)nnc1-c1c[nH]c2ccccc12,-2%,i,0.4%,-4%,-3%,8%,-0.3,3%,1%
CCOC(=O)c1c(NC(=O)c2cc3nc(-c4ccccc4)cc(C(F)(F)F)n3n2)sc2c1CCC(C)C2 (stereo not given),.,.,4.5%,0%,.,.,.,58%[activator],17%
CCN(CC)c1ccc(NC(=O)CCCCCN2C(=O)c3ccccc3C2=O)cc1,3%,i,0.8%,14%,-1%,-13%,-2.6,-22%,-17%
CCCCNCc1cc(Cl)c(OCCC)c(OCC)c1,6%,i,-0.6%,-4%,-22%,5%,-4.2,-7%,-34%
CCOC(=O)c1c(-c2ccccc2Cl)cn2ccccc12,18%,i,1.9%,.,-6%,13%,-1.7,-5%,-25%
Cc1cc(NC(=O)C2CCCN(S(=O)(=O)c3cccc4nonc34)C2)ccc1Br (stereo not given),.,.,-0.8%,-9%,.,8%,.,9%,2%
CC(C)c1ccc(/C=N/NC(=O)CCNC(=O)c2ccccc2)cc1,3%,i,0.0%,3%,57%[activator],?,0.2,0%,-5%
CC(=O)Nc1cc(-c2nc3ccccc3s2)ccc1C,.,i,11%,3%,17%,?,.,-10%,-20%
COc1ccc(Br)c(Cn2c(C)c(C(=O)NCc3cccc([N+](=O)[O-])c3)sc2=O)c1,5%,i,0.6%,.,9%,.,0.3,?,-26%
CCOC(=O)Cc1csc(NC(=O)c2ccc(F)cc2)n1,12%,i,0.6%,-1%,-16%,-12%,0.1,-17%,-11%
CCOC(=O)[C@]12CCCC=C1N(Cc1ccco1)C(=O)[C@H](CC(=O)N1CCSCC1)C2,7%,i,-1.0%,.,4%,.,0.6,.,.

Whole records, quoted from the list.
CCN(CC)c1ccc(NC(=O)CCCCCN2C(=O)c3ccccc3C2=O)cc1 is listed as EPAC2 ag = 3%; ATXN viability = i; Nrf2 activator = 0.8%; A549 viability = 14%; ATXN2 expr inh = -1%; Nrf2 inh = -13%; IL2 activator = -2.6; TGFb SMAD3 inh = -22%; HepG2 viability = -17%
O=C1CCCC(O)=C1N=Nc1c(Cl)cc(Cl)cc1Cl is listed as EPAC2 ag = -2%; ATXN viability = i; Nrf2 activator = 8.3%; A549 viability = -5%; ATXN2 expr inh = 2%; Nrf2 inh = 10%; IL2 activator = 0.1; TGFb SMAD3 inh = ?; HepG2 viability = 2%

Following part
SMILES,EPAC2 ag,ATXN viability,Nrf2 activator,A549 viability,ATXN2 expr inh,Nrf2 inh,IL2 activator,TGFb SMAD3 inh,HepG2 viability
CCSCC1COC(c2cccn2Cc2ccc(C)cc2)=N1 (stereo not given),7%,i,-0.9%,23%,2%,12%,0.4,-10%,1%
O=C(COC(=O)c1ccc(S(=O)(=O)N2CCCC2)cc1)NCc1ccc(F)cc1,9%,i,-0.4%,-9%,-4%,-10%,-0.5,5%,-12%
O=C(CCn1cccc1)Nc1ccc(F)cc1,2%,i,2.8%,2%,3%,?,3.0,-8%,-7%
CCOC(=O)c1cc(S(=O)(=O)NCc2ccco2)cn1C,6%,i,5.1%,0%,.,19%,-0.9,1%,-31%
CN(Cc1cccc2ccccc12)C(=O)c1cc(COc2c(F)cccc2F)on1,1%,i,0.1%,0%,.,-16%,-0.8,-1%,3%
O=C(O)C1=C[C@@H](c2ccc(Br)cc2)C[C@@H](OCc2ccc(CO)cc2)O1,11%,i,-0.3%,7%,5%,-4%,-0.7,0%,-10%
COc1ccccc1C(NC(=O)C1CCN(CCOc2ccc3ccccc3c2)CC1)c1ccccn1 (stereo not given),13%,?,11%,.,?,.,-0.9,14µM*,-82%
Cc1oc(-c2ccccc2F)nc1CSCC(=O)NCCc1ccccc1,.,.,0.4%,?,.,?,.,?,-11%
CC1(C(=O)NCCc2c[nH]c3ccccc23)C=CC2(CCCCC2)N1C(=O)c1ccccc1 (stereo not given),5%,?,-0.8%,-11%,0%,8%,-3.0,?,-6%
O=C(Nc1cccc(F)c1)NC1(C(=O)N2CCOCC2)CCCCC1,7%,i,0.2%,-14%,-22%,-7%,0.3,-6%,12%
COc1ccc(S(=O)(=O)c2cn(CC(=O)Nc3cc(C)ccc3C)c3ccccc3c2=O)cc1,.,i,-0.9%,9%,12%,11%,.,11%,11%
COc1cccc(Cc2nc3ccccc3nc2SCC(=O)Nc2cc(OC)ccc2OC)c1,.,i,2.8%,6%,-7%,.,.,-5%,-7%
Cc1cc([N+](=O)[O-])nn1CC(=O)N1N=C(C(F)F)CC1(O)C(F)F (stereo not given),-6%,i,-1.1%,1%,1%,1%,-0.2,-7%,2%
COc1cc(C(O)c2nc(-c3ccc(N(C)C)cc3)cs2)ccc1F (stereo not given),0%,i,5.2%,.,8%,.,-0.7,-4%,-1%
O=C(NCCCO)C(=O)NCC1OCCCN1S(=O)(=O)c1cccs1 (stereo not given),8%,i,-0.6%,-1%,14%,25%,-3.5,-8%,-3%
CC(CCCC(C)(C)O)NCc1cn[nH]c1-c1ccc2c(c1)OCO2 (stereo not given),10%,i,-0.3%,4%,-7%,0%,-2.2,-6%,-3%
Cc1ccc2occ(C3NC(C(=O)O)CS3)c(=O)c2c1 (stereo not given),-5%,i,-0.3%,0%,2%,3%,0.1,8%,-5%
CC(C)C(=O)NCCSc1c[nH]c2ccccc12,1%,i,2.4%,-3%,1%,6%,-0.2,2%,-2%
CCOC(=O)CC(=O)Nc1nc2ccccc2s1,4%,i,0.1%,0%,31%,.,-2.7,27%,-15%
COc1ccc(F)cc1S(=O)(=O)NCCc1c(C)[nH]c2c(Cl)cccc12,.,?,10.0%,2%,?,.,.,-18%,-30%
